# DSG3 Ab inh – inhibitors of pemphigus antibody binding to human desmoglein-3; hit rate 0.48% among 310,000; DSG3-coupled beads, scFv-anti-DSG3-GFP binding, flow cytometry; active compounds read low; P32926; binding (percent of control), % at 10 µM;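 active = binding more than 3 SD below its plate's average and above zero; inconclusive = below that plate limit but binding exactly zero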;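 also: hits lower antibody fragment binding to DSG3; some compounds called inactive have numbers as strong as hits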
# PKA-R2B activ – activators of human PKA-R2B complex; activation, % at 11.4 µM; AID 504700; hit rate 0.079% among 340,000; PKA-R2B holoenzyme dissociation, Cy5-IP20 fluorescence polarization; R2B truncated from residue 108, S112A mutant; 0% DMSO only, 100% 113 µM cGMP;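 active = activation above a cutoff set at the mean over all compounds plus 3 SD, cut at about 18% in these data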;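 also: higher means more holoenzyme dissociation and a rise in polarization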
# Target sequence (P31323 whole entry, looked up, other chains not shown, the tested form may be a part): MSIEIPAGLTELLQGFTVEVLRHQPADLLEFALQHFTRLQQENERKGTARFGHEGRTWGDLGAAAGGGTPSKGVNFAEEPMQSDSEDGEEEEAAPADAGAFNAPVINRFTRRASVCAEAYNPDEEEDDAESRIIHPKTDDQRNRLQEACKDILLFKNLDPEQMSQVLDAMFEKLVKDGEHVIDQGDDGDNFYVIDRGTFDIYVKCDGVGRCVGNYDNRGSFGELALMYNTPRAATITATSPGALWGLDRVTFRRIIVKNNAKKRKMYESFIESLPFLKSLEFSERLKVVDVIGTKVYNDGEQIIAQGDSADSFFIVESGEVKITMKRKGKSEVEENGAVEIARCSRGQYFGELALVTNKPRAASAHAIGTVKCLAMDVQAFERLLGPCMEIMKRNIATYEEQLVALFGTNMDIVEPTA
# Arr AP2 block – blocks beta-arrestin peptide binding to AP2 adaptin; AID 504490; hit rate 0.31% among 340,000; inhibition, % at 10 µM; FITC-arrestin peptide / GST-AP2 beads, flow cytometry; AP2 beta2 appendage carries R879A mutation;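 active = inhibition above a set limit, near 3 SD of compounds lacking own fluorescence, cut at about 54% in these data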;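 also: plate controls were DMSO wells for no effect and 5 µM unlabelled arrestin peptide for full effect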
#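 Assay system: GST-AP2 R879A bound to glutathione beads, E. coli-expressed; Medium: PBS with 0.05% Tween 20 and 0.1% BSA; Also added: fluorescein-tagged arrestin peptide at 50 nM final; Timing: 12 min plus 1 h, RT; Measured by: flow cytometry, FL1 (488/535 nm); Evaluation: percent drop in bead-associated FITC signal.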
# SR-BI uptake up – SR-BI HDL lipid transfer activation | activation, % at 12.5 µM | hit rate 0.096% among 320,000 | AID 504775 | CHO ldlA[mSR-BI] cells, DiI-HDL uptake fluorescence, 3 h; 100 = double the neutral-control signal;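 active = mean replicate activation of at least 60% and every replicate at or above 60%; inconclusive = mean or all-replicate condition met, but not both; inactive = mean below 60% and not all replicates reaching 60%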;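 also: 0% = median plate neutral-control signal and 100% = twice that signal; values of inactives mirror those of a sister screen read the other way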
#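 Test system: SR-BI-overexpressing, LDLR-lacking CHO cells; Medium: Ham's F12 with 0.5% BSA, HEPES 25 mM, pH 7.4; Schedule: 3 h, 37 °C; Technique: bottom-read fluorescence, 550/595 nm.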
# PKA-R1A activ – activates the PKA-R1A holoenzyme complex. P00514+P68181. PKA-R1A dissociation, Cy5-IP20 fluorescence polarization; scaled: DMSO 0%, 113 µM cGMP 100%. activation, % at 11.4 µM. hit rate 0.083% among 340,000. AID 504707;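 active = percent activation above the mean of all tested compounds plus 3 SD, cut at about 19% in these data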;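 also: higher means more PKAc released from R1A so a rise in polarization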
# NSD2 inh – NSD2 (human) methyltransferase inhibition | hit rate 0.54% among 310,000 | inhibition, % at 12.5 µM | AID 743445 | NSD2 peptide methylation, AlphaScreen, 120 min; in the data active = inhibition above about 50%
# dFosB act – enhances mouse delta FosB homodimer DNA binding. hit rate 0.99% among 340,000. purified delta FosB, TAMRA-CDK5 oligo fluorescence polarization; percent of positive-control signal above neutral wells. activation, % at 25 µM. AID 493131. P13346;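 active = mean activation above about 17%, with every replicate also reaching it, limit read from the data, passing the limit was not always enough; inconclusive = only one of the two conditions met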;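 also: fluorescence polarization rise as delta FosB binds a TAMRA Cdk5 AP-1 oligo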
# MITF TRPM1 HTS – MITF TRPM1 promoter activation in melanoma cells; SK-MEL-5 TRPM1-promoter luciferase, 24 h; % of positive control, neutral wells = 0; activation, % at 12.5 µM; hit rate 0.75% among 300,000; AID 588334;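 active = mean activation of at least 80% with every replicate also reaching 80%; inconclusive = mean reaches 80% but some replicate falls short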;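 also: 0% = neutral control wells and 100% = parthenolide positive control wells; values of inactives mirror those of a sister screen read the other way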
# SR-BI DiI inh – inhibitors of mouse SR-BI mediated HDL lipid uptake; AID 488896; Q61009; hit rate 0.96% among 320,000; inhibition, % at 12.5 µM; ldlA[mSR-BI] CHO cells, DiI-HDL uptake fluorescence, 3 h;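 active = mean replicate inhibition of at least 70% and a set share of replicates each scoring 70 or more; inconclusive = meets just one of the two criteria; inactive = fails both criteria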;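 also: 0% = median of neutral control wells and 100% = median of positive control wells; values of inactives mirror those of a sister screen read the other way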
# Target sequence (Q61009 whole entry, looked up): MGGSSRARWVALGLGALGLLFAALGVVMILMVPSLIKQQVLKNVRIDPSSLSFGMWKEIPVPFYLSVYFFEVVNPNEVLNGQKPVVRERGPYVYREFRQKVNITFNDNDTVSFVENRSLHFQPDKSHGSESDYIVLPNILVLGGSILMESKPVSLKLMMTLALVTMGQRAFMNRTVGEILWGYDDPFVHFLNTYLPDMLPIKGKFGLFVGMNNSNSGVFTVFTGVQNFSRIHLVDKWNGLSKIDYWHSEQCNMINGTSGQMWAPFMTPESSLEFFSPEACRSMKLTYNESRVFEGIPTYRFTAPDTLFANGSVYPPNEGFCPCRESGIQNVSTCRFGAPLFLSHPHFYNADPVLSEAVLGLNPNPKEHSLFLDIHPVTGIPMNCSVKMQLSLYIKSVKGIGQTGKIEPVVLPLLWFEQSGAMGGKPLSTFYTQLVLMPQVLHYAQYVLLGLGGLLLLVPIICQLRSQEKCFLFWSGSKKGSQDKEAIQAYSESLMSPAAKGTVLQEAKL
# CDK5 p35 inh – inhibitors of human CDK5/p35 kinase; hit rate 0.01% among 330,000; AID 488839; Recombinant CDK5/p35, ADP-Glo luminescence, 60 min; inhibition, % at 10 µM;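 active = highest replicate inhibition of at least 50% and at least 75% of replicates reaching 50%; inconclusive = only one of the two criteria met; inactive = both criteria failed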;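 also: plate controls were DMSO neutral control for no effect and GW8510 at 10 µM for full effect; many of its hits are not listed in these tables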
# Mot1-301 SUMO – blocks SUMOylation pathway, rescuing yeast Mot1-301 growth; S. cerevisiae Mot1-301 growth rescue, ATP luminescence, 38.5C; percent above DMSO median, 100 means doubled; growth rescue, % at 18.8 µM; hit rate 1% among 320,000; AID 2716;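 active = every valid replicate shows activation above 250% relative to neutral control wells; inactive = the rest, any valid replicate at or below 250%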;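 also: OY570 slx delta 5 strain wells were the positive control but not used for scaling; some compounds called inactive have numbers as strong as hits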
# The depositor's hits bear a star; ? = inconclusive; . = not tested or not shown.
# Assay codes – A = DSG3 Ab inh; B = PKA-R2B activ; C = Arr AP2 block; D = SR-BI uptake up; E = PKA-R1A activ; F = NSD2 inh; G = dFosB act; H = MITF TRPM1 HTS; I = SR-BI DiI inh; J = CDK5 p35 inh; K = Mot1-301 SUMO
NC(=S)N1OC[C@@H]2COc3ccc4ccccc4c3[C@@H]21
  A: 96; B: 2; C: 14; D: -39; E: -5; F: 0; G: -5; H: -5; I: 39; J: 7.0; K: -13

CCOc1ccc(S(=O)(=O)N2CCC(C(=O)NC3CCCCC3)CC2)cc1
  A: 110; B: 3; C: 24; D: 6; E: 4; F: 0; G: -3; H: -2; I: -6; J: -0.2; K: -3

Cc1c(-c2cccs2)[n+](=O)c2c(n1[O-])CCCC2
  A: 102; B: -7; C: 6; D: 11; E: -4; F: -1; G: 2; H: -10; I: -11; J: -0.4; K: -23

Cc1sc2nc(C(C)C)nc(SCC(=O)NC3CC3)c2c1C
  A: .; B: 2; C: 8; D: .; E: 7; F: -2; G: 6; H: -17; I: .; J: -3.9; K: -6

Cc1onc(C(=O)NN)c1C(=O)N1CCN(C(c2ccccc2)c2ccccc2)CC1
  A: 103; B: -6; C: -1; D: 14; E: -5; F: 2; G: -14; H: 4; I: -14; J: 0.2; K: -1

Cc1sc2nc(CSc3n[nH]c(N)n3)[nH]c(=O)c2c1C
  A: 105; B: .; C: 0; D: 11; E: .; F: -1; G: -3; H: -6; I: -11; J: -0.2; K: 229

COC(=O)C(O)(CC(=O)Nc1cccc(SC)c1)C(F)(F)F (stereo not drawn)
  A: 109; B: -2; C: 2; D: 9; E: 0; F: -6; G: 1; H: -5; I: -9; J: -2.3; K: 81

CCS(=O)(=O)N1CCCC(C(=O)N2CCc3ccccc3C2)C1 (stereo not drawn)
  A: 110; B: -7; C: 26; D: 10; E: -14; F: 3; G: -1; H: -7; I: -10; J: -0.3; K: -8

CC1CCC2(CC1)NC(=O)N(CC(=O)Nc1cccc(S(=O)(=O)N3CCCC3)c1)C2=O (stereo not drawn)
  A: .; B: 1; C: 4; D: -6; E: 2; F: -2; G: -11; H: 17; I: 6; J: 0.2; K: 11

CN1CCN(S(=O)(=O)c2ccc3c(c2)NC(=O)C2CCCN32)CC1 (stereo not drawn)
  A: 114; B: 3; C: 11; D: -1; E: -7; F: .; G: -3; H: .; I: 1; J: -1.2; K: -25

CC(CO)NCC12CC3CC(CC(C3)C1)C2 (stereo not drawn)
  A: 101; B: 6; C: -10; D: 19; E: 9; F: 29; G: -3; H: 16; I: -19; J: 1.4; K: .

Cc1cc(C(=O)OCC(=O)N2CC(=O)Nc3ccccc32)c(C)n1-c1ccc(F)cc1
  A: 116; B: -2; C: 22; D: -14; E: -2; F: 2; G: -12; H: -5; I: 14; J: -2.6; K: -12

NCCCC[C@@H](C(=O)NCCCCCCCCCCC(=O)N1CCNCC1)n1cc(CCO)nn1
  A: 122; B: 7; C: 2; D: 13; E: -8; F: .; G: 1; H: 4; I: -13; J: -0.5; K: -7

Cc1ccccc1OCC(=O)Nc1sc(C(=O)Nc2cccc(C)c2C)c(C)c1C#N
  A: 98; B: 4; C: 27; D: -30; E: -1; F: 12; G: -3; H: 5; I: 30; J: -2.8; K: 12

CO/N=C(/CS(=O)(=O)c1ccc(C)cc1)c1ccc(OC)cc1
  A: 109; B: -7; C: -10; D: 26; E: -4; F: 0; G: -4; H: 7; I: -26; J: -0.6; K: -13

CCOC(=O)N1CCN(Cc2nc3ccc([N+](=O)[O-])cc3c(=O)n2-c2cccc(OC)c2)CC1
  A: 94; B: 12; C: 2; D: .; E: -8; F: -1; G: -11; H: -13; I: .; J: -3.6; K: -11

Cc1ccc2cc3cc(C(=O)NCCCN4CCCC4)oc3nc2c1
  A: 105; B: 2; C: 46; D: -53; E: -15; F: 1; G: -29; H: 20; I: 53; J: 1.9; K: 11

CSc1ccc(S(=O)(=O)N2CCC(C(=O)NCCN3CCOCC3)CC2)cc1
  A: 111; B: 6; C: 7; D: .; E: -10; F: -5; G: 1; H: .; I: .; J: -0.8; K: -12

Nc1nnc(CC(=O)N/N=C/c2ccc([N+](=O)[O-])cc2)s1
  A: 97; B: -5; C: 1; D: .; E: 6; F: 9; G: 0; H: -3; I: .; J: -0.7; K: 9

Cc1cccc(C)c1NC(=S)N/N=C/c1ccc(C(=O)O)cc1
  A: 95; B: 0; C: -24; D: 14; E: -10; F: -1; G: -4; H: 0; I: -14; J: 1.3; K: -21

COC(=O)c1c(SCC(=O)NC2CCCCC2)[nH]c2ccccc2c1=O
  A: 98; B: -5; C: 4; D: 4; E: -7; F: 0; G: -18; H: 3; I: -4; J: -1.1; K: -7

CCn1c(C)cc(/C=C2/NC(=O)N(Cc3ccccc3F)C2=O)c1C
  A: 91; B: 7; C: 1; D: -18; E: -5; F: 1; G: -6; H: 4; I: 18; J: 1.0; K: 21

Cc1nn(-c2ccccc2)c(Cl)c1C(=O)N1CCN(C)CC1
  A: 99; B: -6; C: 28; D: 6; E: -4; F: 1; G: -4; H: -4; I: -6; J: -0.4; K: -15

CCNc1nnc(SCC(=O)N2c3ccccc3NC(=O)CC2C)s1 (stereo not drawn)
  A: 106; B: 1; C: 17; D: 29; E: 2; F: -1; G: -14; H: 1; I: -29; J: 0.9; K: -6

CC1CCCC(C)N1C(=S)SCC(=O)O (stereo not drawn)
  A: 91; B: 2; C: 4; D: .; E: 1; F: -4; G: -2; H: 13; I: .; J: -3.7; K: -7

Cc1ccc(S(=O)(=O)Nc2nonc2C)cc1
  A: .; B: -7; C: -12; D: 26; E: -5; F: -4; G: 2; H: .; I: -26; J: -0.1; K: -17

CC(c1ccc(F)cc1)n1cc(S(=O)(=O)N2CCCC2)ccc1=O (stereo not drawn)
  A: .; B: 5; C: -4; D: 13; E: -6; F: -1; G: 5; H: -2; I: -13; J: -0.5; K: 8

Cc1noc(C)c1CSCC(=O)Nc1nc2c(F)cc(F)cc2s1
  A: 96; B: -14; C: 5; D: -18; E: -20; F: 0; G: -15; H: 12; I: 18; J: -0.4; K: 0

NC1(C(=O)O)CSSC1
  A: 98; B: -3; C: 12; D: 15; E: -1; F: 76*; G: -10; H: -65; I: -15; J: 2.0; K: .

COc1cc(OC)cc(C(=O)NCC2CCCN(C(=O)c3oc(C)cc3C)C2)c1 (stereo not drawn)
  A: 109; B: -10; C: -6; D: 2; E: -12; F: -2; G: -6; H: -7; I: -2; J: 0.8; K: 131

# Some of the entries above, set out differently:
canonical_smiles | DSG3 Ab inh | PKA-R2B activ | Arr AP2 block | SR-BI uptake up | PKA-R1A activ | NSD2 inh | dFosB act | MITF TRPM1 HTS | SR-BI DiI inh | CDK5 p35 inh | Mot1-301 SUMO
COC(=O)c1c(SCC(=O)NC2CCCCC2)[nH]c2ccccc2c1=O | 98 | -5 | 4 | 4 | -7 | 0 | -18 | 3 | -4 | -1.1 | -7
CCn1c(C)cc(/C=C2/NC(=O)N(Cc3ccccc3F)C2=O)c1C | 91 | 7 | 1 | -18 | -5 | 1 | -6 | 4 | 18 | 1.0 | 21
Cc1nn(-c2ccccc2)c(Cl)c1C(=O)N1CCN(C)CC1 | 99 | -6 | 28 | 6 | -4 | 1 | -4 | -4 | -6 | -0.4 | -15
CCNc1nnc(SCC(=O)N2c3ccccc3NC(=O)CC2C)s1 (stereo not drawn) | 106 | 1 | 17 | 29 | 2 | -1 | -14 | 1 | -29 | 0.9 | -6
CC1CCCC(C)N1C(=S)SCC(=O)O (stereo not drawn) | 91 | 2 | 4 | . | 1 | -4 | -2 | 13 | . | -3.7 | -7
Cc1ccc(S(=O)(=O)Nc2nonc2C)cc1 | . | -7 | -12 | 26 | -5 | -4 | 2 | . | -26 | -0.1 | -17
CC(c1ccc(F)cc1)n1cc(S(=O)(=O)N2CCCC2)ccc1=O (stereo not drawn) | . | 5 | -4 | 13 | -6 | -1 | 5 | -2 | -13 | -0.5 | 8

# Additional records
# Assay codes – A = DSG3 Ab inh; B = PKA-R2B activ; C = Arr AP2 block; D = SR-BI uptake up; E = PKA-R1A activ; F = NSD2 inh; G = dFosB act; H = MITF TRPM1 HTS; I = SR-BI DiI inh; J = CDK5 p35 inh; K = Mot1-301 SUMO
COc1ccc(/C=N/NC(=O)CC(=O)NCc2cccnc2)c(OC)c1
  A: 99; B: -5; C: 3; D: -2; E: 5; F: 6; G: -5; H: 13; I: 2; J: -1.4; K: 12

Cc1cccn2c(/C=N/OCc3cccc(F)c3)c(-c3ccc(Cl)cc3)nc12
  A: 116; B: 4; C: -7; D: ?; E: 2; F: 0; G: -2; H: -5; I: -137; J: 3.0; K: 18

COc1cc(NC(=O)CN(C)S(=O)(=O)c2ccc(-c3ccc(=O)[nH]n3)s2)cc(OC)c1
  A: 103; B: 0; C: 3; D: -4; E: 1; F: 1; G: -6; H: 1; I: 4; J: 2.2; K: -4

COc1cc(C(=O)N[C@@H](C)C(=O)N2CCC3(CC2)NCCc2[nH]cnc23)cc(OC)c1OC
  A: .; B: -3; C: -5; D: 2; E: -3; F: 37; G: -11; H: -5; I: -2; J: -3.6; K: 3

Cc1occc1-c1nnc(SCC(=O)NCCc2ccccc2)n1C(C)c1ccccc1 (stereo not drawn)
  A: 108; B: -9; C: -3; D: 14; E: 2; F: 2; G: -9; H: 0; I: -14; J: -2.2; K: 16

Cc1ccc(C(=O)NNC(=O)OC(C)(C)C)c(Cl)c1
  A: 102; B: 1; C: 2; D: .; E: -2; F: 0; G: -3; H: 34; I: .; J: 0.2; K: -7

O=C(NCc1ccccc1)N(Cc1nc2ccccc2c(=O)[nH]1)C1CCCC1
  A: 91; B: -11; C: 22; D: 28; E: -4; F: -3; G: 0; H: .; I: -28; J: -0.2; K: .

# Bioassay records: PubChem BioAssay, several laboratories
